# Rad51 HR inh = Rad51 (human) homologous recombination inhibition; hRad51 DNA strand exchange, fluorescence dequenching; inhibition, % at 10 µM; 0.085% of 200,000 active; Q06609;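 active = inhibition above 40% at the single screening dose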;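 also: 0% = DMSO control wells and 100% = blanks with heterologous ssDNA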
#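 Material: hRad51 filaments on single-stranded DNA; Reagent: Donor/quencher-labelled 47-bp dsDNA substrate; Compound: 10 µM final, single point; Schedule: 37 °C 15-min filament assembly, 30-min compound preincubation, 15-min exchange; Technique: FRET fluorescence, excitation 485 nm, emission 520 nm; Benchmarks: control wells and blank wells on each plate.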
# m-calpain inh = blocks pig calpain II enzyme activity; purified calpain II, fluorogenic peptide substrate, 30 min; 0.37% of 220,000 active; inhibition, % at 16 µM;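 active = inhibition above about 50%, limit read from the data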
# KCC2 mod = modulates chloride dependent transport by human KCC2 | B-score of Tl+ flux slope (higher = more flux/activation; lower = inhibition) at 10 µM | KCC2 cells, thallium flux FluoZin-2 fluorescence | AID 1456 | 2.2% of 190,000 active | Q9H2X9;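 active = thallium flux slope and its plate-corrected score both differing from the plate sample mean at a set confidence after two filtering rounds, in either direction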;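 also: slope of fluorescence scaled to starting intensity during 10 to 20 s after thallium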
# FXIIa inh = factor XIIa (human) inhibition. P00748. purified FXIIa, Boc-QGR-AMC fluorogenic substrate, 2 h. inhibition, % at 5 µM. 0.3% of 220,000 active. AID 800; in the data active = inhibition above about 40%;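 also: 0% = enzyme with no compound and 100% = blank without enzyme; many of its hits are not listed in these tables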
# hK5 inh = blocks human kallikrein 5 protease activity; Q9Y337; recombinant hK5, fluorogenic AMC substrate cleavage; inhibition, % at 5 µM; 0.59% of 210,000 active; AID 873;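 active = inhibition of 40% or more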;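 also: 0% = enzyme controls without compound and 100% = no-enzyme blanks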
# Thrombin inh = inhibitors of human thrombin; P00734; alpha-thrombin, Boc-VPR-AMC fluorogenic substrate cleavage; inhibition, % at 5 µM; 0.26% of 220,000 active;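 active = inhibition at or above 40%; inactive = inhibition below 40%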;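 also: 0% = enzyme with no compound and 100% = wells without enzyme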
#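 Material: human alpha-thrombin protein. Incubation: reaction at ambient temperature. Technique: fluorescence of released AMC, ex 355 nm, em 460 nm. Control set: no-compound enzyme wells and no-enzyme blanks. Also added: Boc-VPR-AMC substrate, 15 µM final. Buffer or medium: pH 7.5 Tris (50 mM) with NaCl 150 mM, Tween 20 0.05%.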
# Furin inhibitor = human furin inhibition. P09958. purified furin, fluorogenic substrate cleavage. 0.061% of 220,000 active. inhibition, % at 30 µM. AID 463115; in the data active = inhibition above about 25%; also: inactives centre near -15
# PERK inhibitor = blocks human PERK kinase | Q9NZJ5 | CHO PERK-DD fusion, SEAP luminescence translation reporter | inhibition, % at 5.6 µM | 0.17% of 220,000 active | AID 1416;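 active = inhibition above the mean inhibition of all tested compounds plus 3 SD, set separately per screening campaign, cut at about 2.9% in these data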;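 also: PERK kinase domain activated by AP20187 dimerizer at 100 nM; 0% = DMSO with dimerizer and 100% = rapamycin at 8.4 µM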
# Target sequence (Q9NZJ5 whole entry, looked up, the tested form may be a part): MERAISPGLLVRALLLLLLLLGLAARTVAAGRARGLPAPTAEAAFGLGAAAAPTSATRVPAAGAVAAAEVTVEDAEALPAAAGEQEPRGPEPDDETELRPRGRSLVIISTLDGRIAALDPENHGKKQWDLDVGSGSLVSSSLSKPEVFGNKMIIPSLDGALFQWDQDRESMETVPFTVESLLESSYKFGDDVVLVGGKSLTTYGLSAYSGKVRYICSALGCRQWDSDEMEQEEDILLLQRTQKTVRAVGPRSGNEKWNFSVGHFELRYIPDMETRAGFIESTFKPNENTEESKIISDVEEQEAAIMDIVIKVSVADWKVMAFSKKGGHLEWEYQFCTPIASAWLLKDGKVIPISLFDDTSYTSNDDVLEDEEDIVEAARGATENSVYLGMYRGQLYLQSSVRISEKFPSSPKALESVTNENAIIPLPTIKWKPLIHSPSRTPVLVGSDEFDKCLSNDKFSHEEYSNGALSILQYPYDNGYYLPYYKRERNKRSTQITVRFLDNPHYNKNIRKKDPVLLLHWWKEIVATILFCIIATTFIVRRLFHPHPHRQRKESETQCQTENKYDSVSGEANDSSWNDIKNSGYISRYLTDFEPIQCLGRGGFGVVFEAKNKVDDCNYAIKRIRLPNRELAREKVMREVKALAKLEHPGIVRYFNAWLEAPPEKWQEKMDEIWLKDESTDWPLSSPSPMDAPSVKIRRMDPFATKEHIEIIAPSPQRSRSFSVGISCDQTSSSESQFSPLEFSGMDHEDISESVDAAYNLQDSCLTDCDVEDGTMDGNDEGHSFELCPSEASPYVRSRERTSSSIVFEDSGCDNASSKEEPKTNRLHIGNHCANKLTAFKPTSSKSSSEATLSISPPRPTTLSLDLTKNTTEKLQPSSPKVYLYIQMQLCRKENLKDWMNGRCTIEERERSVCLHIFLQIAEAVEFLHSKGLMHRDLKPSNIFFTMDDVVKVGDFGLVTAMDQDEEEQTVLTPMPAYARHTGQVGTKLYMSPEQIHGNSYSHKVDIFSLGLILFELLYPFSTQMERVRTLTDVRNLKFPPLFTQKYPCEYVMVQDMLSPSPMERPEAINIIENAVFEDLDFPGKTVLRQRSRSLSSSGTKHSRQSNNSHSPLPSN
# FXIa inh = factor XIa (human) inhibition; 0.14% of 220,000 active; purified FXIa, Boc-Glu-Ala-Arg-AMC fluorogenic substrate; P03951; inhibition, % at 5 µM;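 active = inhibition of at least 40%; inactive = inhibition below 40%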;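 also: fluorescence of freed AMC excited at 355 nm; 0% = enzyme without compound and 100% = no enzyme blank; many of its hits are not listed in these tables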
# Active calls of the source: *; x = no result given; [ ] = remark or other dose. These rows are one share of the data, so the mix of outcomes need not match the whole.
# Keys: A = Rad51 HR inh; B = m-calpain inh; C = KCC2 mod; D = FXIIa inh; E = hK5 inh; F = Thrombin inh; G = Furin inhibitor; H = PERK inhibitor; I = FXIa inh
CC(C)CCOc1ccc(C(=O)CCNC(C)C(=O)O)cc1 (centres undefined)
  A: -1; B: -7; C: -0.35; D: -8; E: -3; F: -13; G: -26; H: 0.8; I: -2
CCCOc1ccc(NC(=O)C2CC(=O)N3CCCN=C3S2)cc1 (centres undefined)
  A: 37; B: -6; C: 1.3; D: 11; E: -4; F: -1; G: -12[20 µM]; H: -0.8; I: -3
COc1ccc(C(C)=O)cc1COc1cc(C)c(Cl)c(C)c1
  A: 8; B: -13; C: 0.11; D: 3; E: -9; F: 0; G: -12; H: 0.3; I: -9
CC(OC(=O)CCc1nc2ccccc2c(=O)[nH]1)C(=O)Nc1ccc2c(c1)OCO2 (centres undefined)
  A: -7; B: -2; C: x; D: 10; E: 0; F: -1; G: -19; H: 2.9; I: 3
CCSc1nnc(NC(=O)[C@@H](NC(=O)c2cc(OC)cc(OC)c2)C(C)C)s1
  A: 8; B: -23; C: 0.019; D: 3; E: -9; F: -9; G: -17; H: 0.0; I: -32
CN(C)S(=O)(=O)c1cccc(C(=O)c2nccn2C)c1
  A: -3; B: -7; C: -0.078; D: 11; E: -2; F: -23; G: -27; H: 0.5; I: 5
CCOc1ccc(-n2c(-c3ccccc3)nnc2-c2ccccc2)cc1
  A: x; B: 4; C: -0.032; D: 10; E: -13; F: 0; G: -20; H: -0.9; I: 6
Oc1ccc(Cl)cc1C=Nc1ccc(Br)cc1
  A: x; B: 9; C: -0.19; D: 4; E: x; F: -12; G: -22; H: 0.6; I: -3
O=C(CSc1ncccn1)NC(=O)NCc1ccccc1
  A: 0; B: -1; C: 0.076; D: 16; E: -25; F: -3; G: -9; H: 2.5; I: 20
O=C(CNC(=O)c1ccc(Br)o1)Nc1cccc(-c2cnc3ccccc3n2)c1
  A: -4; B: 9; C: -0.23; D: 15; E: 3; F: -1; G: -10[20 µM]; H: -0.4; I: 0
OCCN1CCOCCN(CCO)CCOCC1
  A: x; B: 16; C: 0.63; D: 11; E: -34; F: 1; G: -3; H: -1.1; I: 1
Cc1ccc(S(=O)(=O)N/N=C/c2ccc(OCC(=O)NC(C)C)cc2)cc1
  A: -6; B: x; C: -0.011; D: x; E: x; F: x; G: -27[20 µM]; H: 1.5; I: x
COc1ccc(C2CC(c3ccccc3OC(=O)/C=C/c3ccccc3)=NN2C(C)=O)cc1 (centres undefined)
  A: 10; B: -65; C: -0.88; D: 3; E: 2; F: -5; G: -8; H: -2.0; I: -1
CC(NC(=O)Cn1c(=O)oc2cc(S(=O)(=O)N3CCCC3)ccc21)c1ccccc1 (centres undefined)
  A: -5; B: 3; C: -0.31; D: 13; E: -16; F: -5; G: -13; H: 0.7; I: 2
Cc1ccc(S(=O)(=O)NCc2ccc(C(=O)N3CCc4ccccc4C3)cc2)cc1
  A: -3; B: 36; C: -2.8; D: -4; E: -3; F: -8; G: -9; H: -1.7; I: -10
NC(=O)c1ccccc1N/C=C/C(=O)c1ccc(F)cc1
  A: x; B: -16; C: -3.6; D: 9; E: -11; F: 5; G: 27*[20 µM]; H: 0.2; I: 3
CCOC(=O)/C(=C/c1c[nH]c2ccccc12)NC(C)=O
  A: 4; B: -9; C: x; D: 8; E: -10; F: 2; G: 4[20 µM]; H: 0.4; I: 4
COc1ccc(N(CC(=O)NCc2ccco2)S(C)(=O)=O)cc1
  A: 1; B: -16; C: x; D: 6; E: 2; F: 1; G: -18; H: 0.7; I: 0
Cc1cc(C(=O)C(C)Sc2cccc[n+]2[O-])c(C)n1-c1ccc(Cl)cc1 (centres undefined)
  A: -1; B: -14; C: 0.46; D: x; E: -1; F: -8; G: -24; H: 0.9; I: -2
COc1ccc(C(c2nnnn2C(C)(C)C)N2CCN(c3nc4ccccc4s3)CC2)cc1 (centres undefined)
  A: -2; B: -36; C: -0.45; D: 7; E: 1; F: -5; G: -17; H: -1.1; I: -5
CCCCn1c(SCC(=O)N(CC)C2CCS(=O)(=O)C2)nnc1C(CC)N(C)C (centres undefined)
  A: -10; B: -21; C: -0.058; D: 10; E: -6; F: 1; G: -20; H: 0.9; I: 6
O=S(=O)(Cc1ccc(Cl)cc1)N1CCCC1
  A: 0; B: 0; C: 0.67; D: 14; E: 4; F: 1; G: -22[20 µM]; H: 0.0; I: -4
O=C(O)c1cc(C(F)(F)F)nc2ccccc12
  A: 1; B: 23; C: 1.2; D: 11; E: -3; F: 2; G: -7; H: 0.9; I: 6
CC(C)Sc1nc2c(c(=O)[nH]c(=O)n2C)n1C
  A: 2; B: -14; C: 0.16; D: 25; E: -10; F: 3; G: -14; H: 1.4; I: 9
Cc1c(Cl)c([N+](=O)[O-])nn1CC(=O)NC12CC3CC(CC(C3)C1)C2
  A: 5; B: 11; C: -0.00035; D: 11; E: -15; F: -4; G: -18[20 µM]; H: -0.4; I: -5
COc1ccccc1CNC(=O)c1ccc(N2CCOCC2)c([N+](=O)[O-])c1
  A: -1; B: 4; C: -1.3; D: 4; E: 2; F: -4; G: -9; H: -0.2; I: -1
COc1ccc(NC(=O)Nc2nnc(-c3ccncc3)s2)cc1
  A: -3; B: 7; C: -0.53; D: 9; E: -2; F: -24; G: -33; H: 0.4; I: -7
CCc1ccc2c(c1)C(c1ccc(N3CCOCC3)cc1)=NNC(c1ccncc1)=N2
  A: 3; B: -69; C: -0.57; D: 9; E: 4; F: 1; G: -10; H: 0.3; I: 0
Cc1cccc(NC(=O)CSc2nnc(CNC(=O)c3ccc(S(=O)(=O)N(C)C)cc3)n2-c2ccccc2)c1
  A: 6; B: 9; C: -0.34; D: 1; E: -22; F: -5; G: -3; H: 0.0; I: -6
COc1ccccc1NC(=O)CC(NCCN(C)C)C(=O)O (centres undefined)
  A: -4; B: -26; C: 0.28; D: 2; E: -20; F: -1; G: -20[20 µM]; H: -0.3; I: -7
CCCCNC(=O)OC1CCS(=O)(=O)C1 (centres undefined)
  A: 2; B: 21; C: x; D: -5; E: 2; F: -2; G: -21; H: 1.3; I: -5
CC1CN(/C=C/C(=O)C(F)(F)F)CC(C)O1 (centres undefined)
  A: -3; B: -8; C: 1; D: 9; E: 4; F: -3; G: -17; H: 0.0; I: 0
CC(C)[C@H](NS(=O)(=O)c1ccccc1)C(=O)OCC(=O)Nc1ccc2c(c1)OCO2
  A: -10; B: -4; C: 1.2; D: -3; E: -16; F: -10; G: -11; H: 0.1; I: -3
COC(=O)c1cccc(NC(=O)c2cccnc2)c1
  A: -2; B: x; C: 0.038; D: -8; E: -32; F: 3; G: 4[20 µM]; H: 0.9; I: -5
CCOC(=O)N1CCC(Nc2c(-c3ccccc3)c(=O)c2=O)CC1
  A: -2; B: -48; C: 0.35; D: 6; E: -4; F: -1; G: 10[20 µM]; H: -0.3; I: -5
Cc1ccc(C)c(Oc2cc(NC(=O)CCCn3nc(C)c([N+](=O)[O-])c3C)cc([N+](=O)[O-])c2)c1
  A: x; B: 7; C: -0.2; D: 12; E: -7; F: 3; G: -8; H: -0.7; I: 5
NC(=O)N/N=C/c1c(O)ccc2oc3c(c12)CCCC3
  A: -19; B: 10; C: 0.69; D: 1; E: 1; F: -1; G: -9; H: -0.6; I: 1
O=C1C(NS(=O)(=O)c2cccs2)=C(N2CCOCC2)C(=O)c2ccccc21
  A: x; B: -9; C: 0.061; D: 10; E: 5; F: 9; G: -14; H: -0.3; I: 0
CCCCn1c(=N)n(CC(=O)c2ccc(OC)cc2)c2ccccc21
  A: 15; B: 4; C: -1.9; D: 9; E: -1; F: -2; G: -15; H: -0.8; I: -8
COc1cccc(NC(=O)Cn2cnc3sc(C)c(S(=O)(=O)N4CCCCC4)c3c2=O)c1
  A: 1; B: 14; C: -0.23; D: 7; E: -26; F: 3; G: -8[20 µM]; H: -0.9; I: 6
Cc1c(CCO)c(=O)n(-c2ccccc2)n1S(=O)(=O)c1c(Cl)cc(Cl)cc1Cl
  A: -7; B: -4; C: x; D: 18; E: -11; F: 2; G: -2[20 µM]; H: -0.2; I: 1
COc1ccc(OC)c(NC(=O)CSc2nnc3ccc(-c4ccncc4)nn23)c1
  A: 21; B: 1; C: -0.0023; D: 3; E: -11; F: 3; G: 0; H: 1.3; I: -5
Nc1nnc(SCC(=O)OCC(=O)c2ccccc2)s1
  A: 0; B: 7; C: -0.28; D: 6; E: -2; F: -24; G: -31; H: 0.7; I: -6
CC(=O)c1ccc(N2C(=O)NC3(CCCCC3)C2=O)cc1
  A: -11; B: -3; C: 0.36; D: 9; E: -28; F: -3; G: -16; H: 0.2; I: -1
O=C1CCCC2=C1C(c1ccc3c(c1)OCO3)c1c([nH]n(-c3ccccc3)c1=O)N2 (centres undefined)
  A: 3; B: -12; C: x; D: 8; E: 7; F: 4; G: -13; H: 0.1; I: 1
Cc1onc(C(=O)N2C(C)CCCC2C)c1[N+](=O)[O-] (centres undefined)
  A: 27; B: 23; C: 0.95; D: 9; E: -2; F: 1; G: -18; H: 0.8; I: 8
CC(O)CNCc1ccc(-c2ccccc2)cc1 (centres undefined)
  A: 5; B: 15; C: x; D: -5; E: 1; F: -5; G: -18[20 µM]; H: 0.7; I: -13
Cc1c2c(nc3c(C(=O)NC4CCCCC4C)cnn13)CCCC2 (centres undefined)
  A: x; B: -163; C: x; D: 8; E: -3; F: -3; G: -30; H: -0.3; I: 0

# A portion taken from the entries so far, for reference:
# Keys: A = Rad51 HR inh; B = m-calpain inh; C = KCC2 mod; D = FXIIa inh; E = hK5 inh; F = Thrombin inh; G = Furin inhibitor; H = PERK inhibitor; I = FXIa inh
CCOC(=O)N1CCC(Nc2c(-c3ccccc3)c(=O)c2=O)CC1
  A: -2; B: -48; C: 0.35; D: 6; E: -4; F: -1; G: 10[20 µM]; H: -0.3; I: -5
Cc1ccc(C)c(Oc2cc(NC(=O)CCCn3nc(C)c([N+](=O)[O-])c3C)cc([N+](=O)[O-])c2)c1
  A: x; B: 7; C: -0.2; D: 12; E: -7; F: 3; G: -8; H: -0.7; I: 5
NC(=O)N/N=C/c1c(O)ccc2oc3c(c12)CCCC3
  A: -19; B: 10; C: 0.69; D: 1; E: 1; F: -1; G: -9; H: -0.6; I: 1
O=C1C(NS(=O)(=O)c2cccs2)=C(N2CCOCC2)C(=O)c2ccccc21
  A: x; B: -9; C: 0.061; D: 10; E: 5; F: 9; G: -14; H: -0.3; I: 0
CCCCn1c(=N)n(CC(=O)c2ccc(OC)cc2)c2ccccc21
  A: 15; B: 4; C: -1.9; D: 9; E: -1; F: -2; G: -15; H: -0.8; I: -8
COc1cccc(NC(=O)Cn2cnc3sc(C)c(S(=O)(=O)N4CCCCC4)c3c2=O)c1
  A: 1; B: 14; C: -0.23; D: 7; E: -26; F: 3; G: -8[20 µM]; H: -0.9; I: 6
Cc1c(CCO)c(=O)n(-c2ccccc2)n1S(=O)(=O)c1c(Cl)cc(Cl)cc1Cl
  A: -7; B: -4; C: x; D: 18; E: -11; F: 2; G: -2[20 µM]; H: -0.2; I: 1
COc1ccc(OC)c(NC(=O)CSc2nnc3ccc(-c4ccncc4)nn23)c1
  A: 21; B: 1; C: -0.0023; D: 3; E: -11; F: 3; G: 0; H: 1.3; I: -5
Nc1nnc(SCC(=O)OCC(=O)c2ccccc2)s1
  A: 0; B: 7; C: -0.28; D: 6; E: -2; F: -24; G: -31; H: 0.7; I: -6
CC(=O)c1ccc(N2C(=O)NC3(CCCCC3)C2=O)cc1
  A: -11; B: -3; C: 0.36; D: 9; E: -28; F: -3; G: -16; H: 0.2; I: -1
O=C1CCCC2=C1C(c1ccc3c(c1)OCO3)c1c([nH]n(-c3ccccc3)c1=O)N2 (centres undefined)
  A: 3; B: -12; C: x; D: 8; E: 7; F: 4; G: -13; H: 0.1; I: 1

# Source: PubChem (several laboratories)
